CHO-K1 Ca antag – nonselective inhibitor or artifact in parental CHO-K1 cells; ATP-induced calcium, Fluo-8 fluorescence; inhibition, % at 3 µM; hit rate 0.6% among 360,000;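 active = inhibition above a per-plate cutoff, the plate's mean sample inhibition plus 3 SD, cut at about 24% in these data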;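 note: 0% = DMSO plus EC80 ATP and 100% = DMSO alone without ATP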
CHO-K1 Ca PAM – nonselective calcium activators in parental CHO-K1 cells, primary screen, counter-screen for M1 PAM project, cell-based, Fluo-8 calcium fluorescence, full deck, 1536-well | ATP EC20; 0% at ATP EC20, 100% at ATP max | activation, % at 3 µM | hit rate 0.02% among 360,000;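 active = activation above the run cutoff, the mean activation of all test compounds plus 3 SD, cut at about 40% in these data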;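 note: peak over basal fluorescence ratio in a 140 s read after ATP addition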
M1 ag parental – counter-screen for M1 agonists: effect in parental CHO-K1 cells. activation, % at 3 µM. Fluo-8 calcium fluorescence; scaled to maximal ATP response, vehicle zero. AID 602248, 2012. hit rate 0.48% among 360,000; in the data active = activation above about 15%;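 note: untransfected CHO-K1 host cells lacking M1 receptor as counterscreen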
TAAR1 antagonist – human TAAR1 antagonists, primary screen, Fluo-8 calcium fluorescence, CHO RD-HGA16 cells | hit rate 1.5% among 360,000 | antagonist | inhibition, % at 3 µM;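 active = inhibition above a per-plate cutoff, the mean inhibition of test compounds on that plate plus 3 SD, cut at about 49% in these data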;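 note: 0% = DMSO plus EC80 beta-PEA response and 100% = DMSO alone without agonist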
Target sequence (Q96RJ0 whole entry, looked up): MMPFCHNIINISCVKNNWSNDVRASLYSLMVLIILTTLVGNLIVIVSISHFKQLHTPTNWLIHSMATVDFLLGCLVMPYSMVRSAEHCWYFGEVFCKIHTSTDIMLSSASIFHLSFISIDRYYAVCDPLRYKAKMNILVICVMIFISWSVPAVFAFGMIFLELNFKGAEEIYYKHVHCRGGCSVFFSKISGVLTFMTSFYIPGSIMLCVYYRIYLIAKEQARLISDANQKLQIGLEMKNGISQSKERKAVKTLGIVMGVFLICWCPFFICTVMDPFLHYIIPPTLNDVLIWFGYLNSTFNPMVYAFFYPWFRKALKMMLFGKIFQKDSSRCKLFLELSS
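System: RD-HGA16 CHO cells with stable hTAAR1 and Gα16 | Probe or stimulus: EC80 β-phenethylamine stimulus | Dosing: 3 µM, single point | Times: Dye loading 75 min at 37 °C, then 30 min room temperature | Measured by: Fluo-8 calcium-sensitive fluorescence | Read-out basis: % inhibition of agonist calcium response | Replicates: n of 1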
CHO parental Ca – ATP-evoked calcium signal inhibitors, parental CHO, primary screen, counter-screen for OX1R antagonist project, cell-based, fluorescence, Fluo-8 calcium dye. hit rate 0.63% among 330,000. parental CHO-K1, ATP-induced calcium, Fluo-8 fluorescence. AID 463079, 2010. inhibition, % at 5.6 µM;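 active = inhibition above that plate's mean sample inhibition plus 3 SD, cut at about 26% in these data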;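 note: 0% = ATP-challenged DMSO wells and 100% = DMSO wells without ATP; some compounds past the cut are filed as inactive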
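Assay system: parental CHO cells; Read-out basis: percent inhibition of ATP-evoked calcium rise, normalized to controls; Benchmarks: ATP and no-ATP DMSO wells; Compound dosing: single nominal dose of 5.6 µM per compound; Signal: Fluo-8 calcium dye fluorescence; Also added: ATP as calcium-mobilizing challenge; Repeats: singlicate.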
V1aR counter – agonists of human V1a receptor, primary screen, counter-screen for OXTR agonist project, fluorescence, CHO-V1R cells; Vasopressin V1a receptor (Homo sapiens), P37288; Fluo-8 calcium fluorescence, agonist mode; 0% DMSO, 100% 3 nM vasopressin; activation, % at 3 µM; hit rate 0.25% among 320,000; AID 2797, 2010;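 active = activation above the mean activation of all tested compounds plus 3 SD, per screening run, cut at about 20% in these data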;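 note: signal is peak over basal fluorescence ratio across a 100 second FLIPR read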
M1 ag – human M1 muscarinic receptor agonists, primary screen, Fluo-8 calcium fluorescence, CHO-K1 cells, HTS; activation, % at 3 µM; Muscarinic acetylcholine receptor M1 (Homo sapiens), P11229; hit rate 0.33% among 360,000; CHO-K1 hM1, agonist mode; 0% DMSO, 100% acetylcholine EC100; AID 588814, 2011;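 active = activation above the run's mean compound activation plus 3 SD, cut at about 16% in these data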;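 note: peak over basal fluorescence ratio within a 140 s kinetic read after compound addition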
OXTR potentiate – human OXTR potentiators, primary screen, fluorescence, CHO-OTR cells, Fluo-8 calcium | activation, % at 3 µM | hit rate 0.061% among 320,000 | Fluo-8 calcium fluorescence, potentiator mode; 0% = oxytocin EC15, 100% = EC100 | AID 2445, 2010 | Oxytocin receptor (Homo sapiens), P30559;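 active = activation above that plate's cutoff, the mean activation of tested compounds plus 3 SD, cut at about 6.6% in these data, passing the limit was not always enough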;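 note: 100% uses oxytocin at 75 nM as the full agonist control; some results filed as inactive read as strong as hits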
Target sequence (P30559 whole entry, looked up): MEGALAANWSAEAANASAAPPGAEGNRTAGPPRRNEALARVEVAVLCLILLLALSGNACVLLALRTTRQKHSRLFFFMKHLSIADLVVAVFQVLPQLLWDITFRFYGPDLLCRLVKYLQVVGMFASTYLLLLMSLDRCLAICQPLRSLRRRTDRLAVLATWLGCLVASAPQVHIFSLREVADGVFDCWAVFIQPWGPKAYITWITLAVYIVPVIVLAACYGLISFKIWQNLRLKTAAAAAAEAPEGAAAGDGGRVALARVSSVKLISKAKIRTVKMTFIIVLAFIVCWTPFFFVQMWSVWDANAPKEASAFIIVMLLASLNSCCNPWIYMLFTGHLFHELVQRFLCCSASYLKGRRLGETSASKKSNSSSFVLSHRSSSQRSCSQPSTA
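Assay system: CHO-OTR cells, human receptor / Also added: oxytocin at about EC15, sub-maximal agonist stimulus / Dosing: single dose, 3.0 µM nominal final compound concentration / Incubation: 6 min pre-incubation, 100 s read / Technique: Fluo-8 calcium dye fluorescence / Read-out: % activation vs EC15 and EC100 oxytocin / Benchmarks: EC15 oxytocin low, 75 nM oxytocin high / Replicates: singlicate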
TAAR1 ag – human TAAR1 agonists, primary screen, Fluo-8 calcium fluorescence, CHO RD-HGA16 cells | vehicle wells 0%, saturating PEA agonist 100% | activation, % at 3 µM | hit rate 0.99% among 360,000 | AID 624467, 2012;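 active = activation above the mean activation of all test compounds in the run plus 3 SD, cut at about 38% in these data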
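Signal – calcium-sensitive Fluo-8 signal, excitation 470-495, emission 515-575 nm · System – RD-HGA16 (CHO) cells co-expressing Gα16 and hTAAR1 · Incubation – 17-24 h seeding, 75 min 37 °C dye, 30 min RT · Compound dosing – 3 µM single concentration · Repeats – no replicates (n 1)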
The depositor's hits bear a star; · = no result given. Rows were taken by chance; 3.3% or so of the library scored in one or more.

The opening two entries, to show the layout:
SMILES | CHO-K1 Ca antag | CHO-K1 Ca PAM | M1 ag parental | TAAR1 antagonist | CHO parental Ca | V1aR counter | M1 ag | OXTR potentiate | TAAR1 ag
CC(CCc1ccccc1)NC(=O)COC(=O)c1ccc(NC(=O)CC#N)cc1 (configuration not stated) | -11 | 8 | 4.0 | 2 | 1 | 1.7 | -3 | -13 | 3
Cc1nn(-c2ccccc2)c(C)c1NC(=O)c1ccc(S(=O)(=O)N2CCCC2)cc1 | -22 | 15 | 2.8 | 3 | -5 | 1.3 | -8 | -10 | 9

The listing, from the first entry:
SMILES | CHO-K1 Ca antag | CHO-K1 Ca PAM | M1 ag parental | TAAR1 antagonist | CHO parental Ca | V1aR counter | M1 ag | OXTR potentiate | TAAR1 ag
CC(CCc1ccccc1)NC(=O)COC(=O)c1ccc(NC(=O)CC#N)cc1 (configuration not stated) | -11 | 8 | 4.0 | 2 | 1 | 1.7 | -3 | -13 | 3
Cc1nn(-c2ccccc2)c(C)c1NC(=O)c1ccc(S(=O)(=O)N2CCCC2)cc1 | -22 | 15 | 2.8 | 3 | -5 | 1.3 | -8 | -10 | 9
COc1cc(C)nc(NS(=O)(=O)c2ccc(C)cc2)n1 | -19 | 30 | 0.5 | 4 | -9 | 1.1 | -5 | 5 | 7
CCC(=O)Nc1nc(-c2ccc3c(c2)CC(C)N3S(C)(=O)=O)cs1 (configuration not stated) | 0 | 11 | 4.3 | 43 | -19 | 1.7 | -5 | -4 | 10
O=c1oc2c(-c3ccc([N+](=O)[O-])cc3)cc(O)cc2s1 | -9 | 13 | 1.1 | -18 | 5 | -0.2 | 1 | -5 | 7
COc1cc2[nH]c3c(N4CCN(c5ccc(Cl)cc5)CC4)ncnc3c2cc1OC | 2 | 3 | 0.9 | 12 | 1 | 8.7 | -3 | -15 | 14
Cn1c(CSCc2ccc(Cl)cc2)nnc1SCC(=O)Nc1nc2ccccc2s1 | 4 | -2 | 0.3 | 19 | -12 | 0.0 | -1 | -1 | 7
CCc1ccc(N2CC(C(=O)OCC(=O)Nc3cc(C)on3)CC2=O)cc1 (configuration not stated) | -10 | 14 | -0.5 | 7 | -15 | -1.2 | -3 | -7 | 3
Cc1cccc(C)c1NC(=O)CN(C)C(=O)c1ccccc1Cc1ccccc1 | -8 | 16 | 1.1 | 5 | -28 | -1.4 | -2 | 1 | -1
Cc1ccccc1C(=O)Nc1cc(-c2cc(C(C)(C)C)oc2C)nn1C | -11 | 17 | 2.3 | -27 | -22 | 0.5 | -5 | -6 | 0
CSc1nnc(N(CCC#N)CCC#N)s1 | -4 | 13 | 0.5 | -1 | 11 | 0.4 | -4 | -6 | 9
Cc1ccc(CN2C(=O)c3ccccc3C2c2nnnn2C(C)C)cc1 (configuration not stated) | -2 | -5 | 0.4 | 8 | · | · | · | · | 0
COc1ccc(S(=O)(=O)NCc2ccco2)c2ccccc12 | 4 | 15 | 0.3 | -20 | -12 | -0.7 | -5 | -1 | 0
CCCCCOC(=O)c1[nH]c2c(c1C)C(=O)CC(c1ccco1)C2 (configuration not stated) | 2 | 8 | 0.0 | · | -14 | -0.6 | -4 | -3 | ·
Cc1nn(-c2ccc(F)cc2)c2nc(N)c(C#N)c(-c3ccc(O)c(O)c3)c12 | 7 | -3 | 2.0 | 51* | · | · | 2 | · | 6
CCOC(=O)C1=C(N)Oc2c(oc(CO)cc2=O)C1c1ccc(Cl)cc1 (configuration not stated) | -12 | 21 | 1.6 | -21 | -22 | -1.1 | 1 | -6 | 9
Cc1ccc(NC(=O)c2ccccc2F)cc1S(=O)(=O)N1CCCCCC1 | 2 | 9 | 0.0 | -4 | -4 | -0.8 | -6 | 1 | -1
Cc1c(C(=O)CN2CCCC(C)(C)C2)c2ccccc2n1C | -13 | 0 | 0.0 | -4 | -26 | 0.0 | -5 | -12 | -1
O=C(NCc1ccccn1)[C@@H]1CCCN1C(=O)[C@@H]1CCCN1C(=O)c1ccccc1 | -13 | 0 | -0.1 | -3 | · | · | · | · | 0
O=C(CSc1n[nH]c(-c2cccnc2)n1)Nc1ccccc1C(F)(F)F | -22 | 15 | 1.1 | -11 | -10 | 0.1 | 0 | -5 | 0
O=C(O)CC(NC(=O)C(c1ccccc1)c1ccccc1)c1ccco1 (configuration not stated) | 12 | -2 | -0.4 | -2 | -11 | -0.4 | 3 | -8 | 4
COc1ccc(N2CCN(S(=O)(=O)c3ccc(OC)c(C(=O)N4CCOCC4)c3)CC2)cc1 | -6 | 2 | 0.2 | -16 | -6 | 0.6 | -2 | 1 | 1
CCN(CC(=O)Nc1cc(Cl)ccc1C)C(=O)COc1ccccc1F | -9 | 23 | 1.9 | 12 | -8 | 1.1 | -3 | -12 | 0
Cc1cc(NS(=O)(=O)c2ccc(NC(=O)CSc3nnc(-c4ccco4)n3N)cc2)nc(C)n1 | -6 | 19 | 0.4 | -13 | 2 | 0.7 | -5 | -2 | 3
COC(=O)N/N=C/c1ccc(OC(=O)/C=C/c2ccco2)cc1 | 6 | -4 | -0.1 | -14 | -7 | -0.7 | -4 | -10 | 1
Fc1cc(F)cc(-c2oncc2-c2nnnn2-c2ccccc2)c1 | -6 | 15 | 0.1 | 4 | -26 | -1.8 | -4 | -8 | -1
O=[N+]([O-])c1cc(Cc2ccccc2)cc(C=Nc2ccc(N3CCOCC3)cc2)c1O | -15 | 6 | 1.1 | · | -14 | 0.7 | -5 | -3 | ·
O=C(CN1CCCCCC1)Nc1cccc2c1OCO2 | -23 | 11 | 0.1 | -9 | -3 | -0.2 | -10 | 5 | 4
O=C(/C=C/Nc1ccc(F)cc1F)c1cccs1 | 5 | 9 | 0.9 | -10 | -6 | -0.1 | -5 | -3 | -2
COC(=O)c1ccc(C(=O)OC)c(NC(=O)COC(=O)c2ccccc2OC)c1 | -6 | 15 | -0.2 | -4 | -12 | -0.3 | -6 | -4 | 0

Reprinted at random: 4 entries already listed
SMILES | CHO-K1 Ca antag | CHO-K1 Ca PAM | M1 ag parental | TAAR1 antagonist | CHO parental Ca | V1aR counter | M1 ag | OXTR potentiate | TAAR1 ag
Cc1c(C(=O)CN2CCCC(C)(C)C2)c2ccccc2n1C | -13 | 0 | 0.0 | -4 | -26 | 0.0 | -5 | -12 | -1
Fc1cc(F)cc(-c2oncc2-c2nnnn2-c2ccccc2)c1 | -6 | 15 | 0.1 | 4 | -26 | -1.8 | -4 | -8 | -1
O=C(NCc1ccccn1)[C@@H]1CCCN1C(=O)[C@@H]1CCCN1C(=O)c1ccccc1 | -13 | 0 | -0.1 | -3 | · | · | · | · | 0
O=C(CSc1n[nH]c(-c2cccnc2)n1)Nc1ccccc1C(F)(F)F | -22 | 15 | 1.1 | -11 | -10 | 0.1 | 0 | -5 | 0

The results go on.
SMILES | CHO-K1 Ca antag | CHO-K1 Ca PAM | M1 ag parental | TAAR1 antagonist | CHO parental Ca | V1aR counter | M1 ag | OXTR potentiate | TAAR1 ag
CC(C)N(C(=O)c1ccc(Cc2cn(C)c3ccccc23)nc1)C(C)C | -1 | 9 | 0.3 | -8 | · | · | -6 | · | 2
COc1ccc(Cc2nnc(SCC(=O)N3CCCC3)o2)cc1 | -3 | 15 | 1.4 | -5 | 0 | -0.5 | -5 | -10 | 2
COc1ccc(NC(=O)CCCSc2ccccc2)cc1 | -18 | 17 | 4.0 | 18 | -12 | 0.2 | -4 | -13 | 0
CCOC(=O)N1CCN(CC(=O)Nc2ccc(F)c(F)c2)CC1 | -1 | 11 | 1.2 | -30 | -11 | 1.1 | 0 | -2 | 3
CCOC(=O)[C@H]1[C@H]2COc3ccc(C)cc3[C@@H]2N2C(=O)c3cc(Cl)ccc3NC(=O)[C@@]12C | -5 | -1 | -0.2 | 4 | -10 | 0.3 | -8 | -8 | 12
CCCCCCCCNC(=O)c1cnccn1 | -11 | 29 | 0.3 | 5 | -5 | 0.9 | -7 | -6 | -1
CCCCC(=O)N1CCN(c2nc3ccc(Cl)cc3s2)CC1 | 3 | 9 | 11 | -19 | 14 | 4.7 | -1 | -12 | 2
COc1ccc(/C=N/NC(=O)c2cccc(NC(=O)c3ccccc3Cl)c2)cc1 | 5 | -1 | 13 | 16 | -15 | 9.2 | -3 | -9 | 8
CCOC(=O)C1=C(C)N(c2nonc2NC(C)=O)C(N)=C(C#N)C1c1ccccc1F (configuration not stated) | -3 | 11 | 1.2 | 3 | -18 | 2.3 | -3 | -7 | 3
CC(/C=C1\SC(=S)N(NC(=O)c2ccccc2C)C1=O)=C\c1ccccc1 | -10 | 3 | 0.5 | -1 | -14 | 1.3 | -7 | -1 | -2
CC(C)C(NC(=O)CN(c1ccc2c(c1)OCCO2)S(=O)(=O)c1ccccc1)C(C)C | -11 | 21 | 2.5 | -8 | -33 | -1.1 | -4 | -12 | 0
Cc1ccc(NC(=O)CN2CCC(NC(=O)C3CCCCC3)CC2)c(Br)c1 | -3 | 14 | 0.2 | -8 | 0 | 0.1 | -6 | -1 | 3
CCc1cc(C(=O)Cc2cnn(-c3ccccc3)c2)c(O)cc1O | 0 | 10 | 4.7 | 63* | 0 | 9.6 | 11 | -23 | 49*
C/C(CCc1ccc2c(c1)OCO2)=N\N=C(/N)SC1CC(=O)N(c2ccc(Cl)cc2)C1=O (configuration not stated) | -16 | 4 | 1.1 | 14 | -1 | 1.8 | -3 | -13 | 9
COc1cccc(-n2c(N)c(C(=O)Nc3c(C)n(C)n(-c4ccccc4)c3=O)c3nc4ccccc4nc32)c1 | -9 | 19 | 3.2 | 23 | -15 | -0.9 | -6 | -15 | 6
CCOC(=O)c1c(-c2ccco2)csc1NC(=O)COC(=O)c1cnccn1 | -8 | 3 | -0.3 | -19 | 2 | 0.2 | -4 | -11 | 2

Looked up above.
Cc1ccccc1C(=O)Nc1cc(-c2cc(C(C)(C)C)oc2C)nn1C | V1aR counter: 0.5
COC(=O)N/N=C/c1ccc(OC(=O)/C=C/c2ccco2)cc1 | TAAR1 antagonist: -14
O=C(/C=C/Nc1ccc(F)cc1F)c1cccs1 | V1aR counter: -0.1
CCOC(=O)[C@H]1[C@H]2COc3ccc(C)cc3[C@@H]2N2C(=O)c3cc(Cl)ccc3NC(=O)[C@@]12C | TAAR1 antagonist: 4
